Compound activity: PubChem, several laboratories
CF NFkB block – cystic fibrosis NF-kB activation inhibition | 360,000 tested, 0.86% active | inhibition, % at 5 µM | KKLEB NF-kB-GFP reporter, PAF-induced, GFP fluorescence overnight;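 active = at least 50% inhibition at 5 µM, scaled per plate between neutral and stimulator controls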;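 note: PAF is a Pseudomonas aeruginosa culture filtrate used as stimulus; plate controls were PAF-stimulated DMSO wells for no effect and unstimulated DMSO wells for full effect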
aDG glyco up – increases alpha dystroglycan glycosylation | Pro5-aDG cells, alpha-DG glycosylation AlphaScreen (IIH6); 0% Pro5, 100% B10-LARGE cell signal | activation, % at 10 µM | 360,000 tested, 0.22% active;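 active = activation of at least 8% versus controls, or a plate z-score of at least 8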;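 note: Pro5 are CHO cells carrying HIG-tagged alpha-DG that lacks glycosylation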
TWEAK-Fn14 inh – TWEAK-Fn14 signaling inhibition; TWEAK-stimulated Fn14 reporter cells, luciferase luminescence, 8 h; inhibition, % at 10 µM; 360,000 tested, 2% active; in the data active = inhibition above about 50%
KKLEB cytotox – counter-screen for CF NF-kB inhibitors: cytotoxicity; KKLEB CF airway cells viability, ATPlite luminescence, overnight; stronger effect = lower value; cells stimulated with P. aeruginosa culture filtrate; activity change (cytotoxicity), % at 5 µM; 360,000 tested, 0.36% active; AID 602141;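 active = corrected activity change at or below -50% at 5 µM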
NR2E3 ag-1 – human photoreceptor-specific nuclear receptor agonism; Q9Y5X4; CHO-S Gal4-NCOR/VP16-NR2E3 two-hybrid, luciferase; inhibition of corepressor binding, % at 3.98 µM; 360,000 tested, 0.35% active; AID 602229;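 active = inhibition above the mean of all tested compounds plus 3 SD, cut at about 70% in these data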;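 note: 0% = DMSO with NR2E3 transfected cells and 100% = cells lacking NR2E3 construct; higher means lower luciferase signal from less NR2E3 corepressor binding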
Target sequence (Q9Y5X4 whole entry, looked up, the tested form may be a part): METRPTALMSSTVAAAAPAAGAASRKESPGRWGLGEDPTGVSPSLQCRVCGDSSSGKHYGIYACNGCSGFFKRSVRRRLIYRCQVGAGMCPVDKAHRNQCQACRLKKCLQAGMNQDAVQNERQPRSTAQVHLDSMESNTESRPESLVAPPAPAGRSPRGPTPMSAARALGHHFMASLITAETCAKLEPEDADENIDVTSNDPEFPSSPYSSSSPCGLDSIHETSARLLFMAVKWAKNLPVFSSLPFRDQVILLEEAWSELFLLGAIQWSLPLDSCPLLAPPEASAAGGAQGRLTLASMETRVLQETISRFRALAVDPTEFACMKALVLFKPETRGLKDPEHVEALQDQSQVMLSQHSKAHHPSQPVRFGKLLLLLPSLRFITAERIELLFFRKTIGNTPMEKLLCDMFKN
NR2E3 ag-2 – activates human photoreceptor nuclear receptor NR2E3; 320,000 tested, 0.12% active; inhibition of corepressor binding, % at 4.78 µM; Q9Y5X4; AID 2300; GST-NR2E3/biotin-RetCOR TR-FRET, 1536-well;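 active = percent inhibition above the cutoff of mean plus 3 SD of all tested compounds, set per screening campaign, cut at about 20% in these data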;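 note: 0% = DMSO wells and 100% = biotin wells as full block of FRET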
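Material – GST-tagged NR2E3 plus biotinylated RetCOR corepressor · Quantity – NR2E3 fusion 1.35 nM · Times – 5 h incubation at 4 °C · Medium – pH 7.5 Tris-based buffer · Technique – TR-FRET, Eu(K)-anti-GST donor, streptavidin-D2 acceptor, ex 340, em 617/671 nm · Benchmarks – high control biotin, low control 0.6% DMSO · Format – 1536-well plates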
HIF-2a inh – HIF-2a inhibition; 360,000 tested, 0.72% active; inhibition, % at 18.8 µM; 786-0 RCC cells HIF-2a reporter, luciferase luminescence, overnight;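 active = inhibition of the luminescence signal of 40% or more relative to plate controls, in a single-dose primary screen at 18.75 µM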
MITF TRPM1 inh – inhibitors of MITF-driven TRPM1 promoter in melanoma cells; 330,000 tested, 0.83% active; inhibition, % at 12.5 µM; AID 488899; SK-MEL-5 TRPM1 promoter luciferase, 24 h;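 active = mean inhibition across replicates of 60% or more, whatever share of single replicates reaches that level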; note: values of inactives mirror those of a sister screen read the other way
Peg3 prom inh – inhibitors of Peg3 promoter; 360,000 tested, 1.7% active; inhibition, % at 20 µM; HeLa PEG-Prom luciferase reporter, luminescence, overnight; AID 588405;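 active = inhibition of at least 50% at 20 µM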
Shn3 3UTR inh – Schnurri-3 reporter inhibition in Clone20 osteoblasts | 360,000 tested, 0.52% active | inhibition, % at 12.5 µM | Clone20 osteoblast Shn3 3'UTR firefly luciferase, 24 h;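 active = mean inhibition of at least 75% with every replicate also reaching 75%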;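 note: 0% = median of neutral control wells and 100% = pilot-screen positive control compound; some compounds past the cut are filed as inactive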
hiPSC survival – increases survival of single human iPS cells. AID 602274. survival enhancement, % at 20 µM. hiPSC single-cell survival, ATPlite luminescence; 100% = ROCK inhibitor wells, 0% = DMSO. 360,000 tested, 0.044% active; in the data active = survival enhancement above about 18%;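 note: cells exposed to compounds for 16 hours before the ATP read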
Numbers without * were called inactive; / = no result given.

canonical_smiles	Shn3 3UTR inh	aDG glyco up	MITF TRPM1 inh	NR2E3 ag-2	TWEAK-Fn14 inh	Peg3 prom inh	NR2E3 ag-1	HIF-2a inh	KKLEB cytotox	hiPSC survival	CF NFkB block
COc1ccc2[nH]cc(CCNC(=O)Nc3ccccc3C)c2c1	5	0.2	-15	3	1	3	30	7	-3	1.0	6
CS(=O)(=O)/C(C#N)=C/c1cccn1S(=O)(=O)c1cccc2ccccc12	3	0.6	/	/	4	1	-8	6	6	1.3	-40
CCCn1c(SCCC(=O)O)nc2ccccc21	5	0.1	10	2	-2	5	14	13	-2	-0.4	13
CCc1ccc(N(CC(=O)N2CCOCC2)S(C)(=O)=O)cc1	-14	0.0	-7	6	15	8	0	24	3	0.0	-4
COc1cc(Cl)c(C)cc1NC(=O)CN(C)Cc1cccc(OC)c1OC	11	0.7	4	-2	5	12	14	-15	2	3.0	-5
O=C(NCC1CCCO1)c1ccc(Cn2c(=S)[nH]c3ccccc3c2=O)cc1 (stereo not drawn)	4	0.0	0	-1	0	8	2	27	0	0.0	-3
CC(=O)c1ccc(Nc2nc(C(N)Cc3ccc(N)cc3)cs2)cc1 (stereo not drawn)	1	-0.1	/	/	-8	3	4	4	-3	-2.2	18
Cc1cccc(Oc2coc3cc(O)ccc3c2=O)c1	-51	-0.1	/	3	-23	-89	-78	-57	2	0.2	6
CCCCn1c(=O)n(CC(=O)Nc2ccc(C)c(Cl)c2)c(=O)c2c1ncn2Cc1ccco1	15	0.0	3	-2	-18	13	-5	7	-14	0.5	13
CC(=O)Nc1cc2c(c([N+](=O)[O-])c1C)C(C)(C)CC2(C)C	-13	-0.1	4	/	11	36	16	23	6	-2.2	18
Cc1onc(-c2c(F)cccc2Cl)c1C(=O)N1CCCCC1	0	0.1	-4	1	-3	15	-13	15	10	-0.2	5
CCOCCCn1c(=O)c2ccccc2n2c(=S)[nH]nc12	14	0.1	-21	5	-18	2	-19	2	14	-0.1	-18
COc1ccc(Cn2c(=O)[nH]c3cc(C(=O)NC4CCCC4)ccc3c2=O)cc1	15	0.0	-9	5	-2	1	7	-4	-6	1.4	10
O=C(NCc1c[nH]c2ccccc12)c1ccccc1	-20	0.2	3	1	0	-52	-6	-99	4	2.5	-17
Cc1cnc(C(=O)OCC(=O)Nc2ccc(C)c(S(=O)(=O)N3CCCCC3)c2)cn1	-16	0.0	11	1	-7	15	19	11	0	2.0	15
CC1(C)CC(=O)C(C(C2=C(O)CC(C)(C)CC2=O)c2ccc(Br)s2)C(=O)C1 (stereo not drawn)	-12	0.1	4	2	30	44	-11	31	-3	0.4	19
COC(=O)c1c(C)oc2c1cc(NS(=O)(=O)c1ccc(C(=O)O)cc1)c1ccccc12	-9	0.0	17	4	1	10	7	14	-14	-2.6	28
CCOC(=O)CC(=O)CSc1nc(CC)c(C)cc1C#N	-16	-0.1	-9	2	-9	-3	-6	-11	-13	-0.8	11
COC(=O)c1ccc(NC(=O)c2cccc(N3C(=O)CCC3=O)c2)cc1	-3	-0.1	-11	/	5	4	4	2	2	0.0	12
COc1ccc(CN(C)C(=O)C2CSC3(C)CCC(=O)N23)cc1OC (stereo not drawn)	-8	0.1	-4	2	-6	-5	11	9	-5	2.7	13
O=C(NCC(=O)N(c1cccc(F)c1)C(C(=O)NC1CCCC1)c1ccncc1)c1cccs1 (stereo not drawn)	-8	0.1	2	6	10	-2	4	10	2	1.3	-2
COc1ccc(-c2nnc(C(C)Nc3cccc(C(=O)NC4CC4)c3)o2)cc1 (stereo not drawn)	-4	0.0	-12	/	-35	-21	-8	-22	-5	-0.3	9
O=C(Cn1nnc(-c2ccccc2)n1)c1ccccc1	-15	0.2	-20	4	-14	-68	-34	-109	-11	-0.5	8
N#CCSCC(=O)Nc1ccc(Cl)cc1	15	0.0	0	0	-37	1	-13	-1	13	-0.7	-14
Cc1c(C(=O)N2CCOCC2)sc(NC(=O)C(C)C)c1C#N	-11	-0.1	7	-1	8	-3	-19	7	-4	0.0	4
COCCN(C(=O)CSc1nc2nc(C)cc(C)n2n1)c1c(N)n(Cc2ccccc2)c(=O)[nH]c1=O	8	-0.5	0	1	-19	1	-4	12	11	1.5	7
CCC(C)NC(=O)c1ccc(C2SCC(=O)N2Cc2ccccc2)cc1 (stereo not drawn)	-11	-0.2	6	0	-10	8	-6	2	-4	1.2	5
c1cncc(-c2nc(-c3ccco3)cs2)c1	-32	0.2	-58	2	14	-105	-36	-72	-6	-1.6	4
C/C=C(\C)C(=O)N1CC2(CC(c3cccc(NC(=O)CCCCC)c3)=NO2)C[C@@H]1C(N)=O (stereo partly drawn)	-10	0.1	4	-3	0	0	-21	16	5	-3.5	11
COC(=O)c1cc2c(ccn2-c2ccc(F)cc2)n1Cc1ccc(OC(C)=O)cc1	20	-0.1	-5	-1	-18	-74	-18	-155	-17	-2.1	-1
Cc1ccc(C2OC34CCCCCC3C(C#N)(C(=N)O4)C2(C#N)C#N)cc1 (stereo not drawn)	-26	0.2	3	4	15	25	31	22	-4	0.3	-3
CCCC(C(=O)NCc1ccco1)N(C(=O)CNS(=O)(=O)c1ccc(Cl)cc1)C1CCCC1 (stereo not drawn)	-8	-0.2	5	1	4	23	-40	9	8	-4.7	6
O=C(C1CCCN(S(=O)(=O)c2ccc(Br)s2)C1)N1CCN(c2ccccc2)CC1 (stereo not drawn)	19	0.1	12	4	15	17	-1	10	-23	-0.5	2
O=C(CNC(=O)c1ccccc1)OCC(=O)c1cccs1	8	0.0	-6	-1	7	5	-12	20	-3	-0.7	20
O=C(C[n+]1ccc(C(=O)N/N=C/c2ccc(Cl)cc2Cl)cc1)c1ccccc1	-14	-0.1	1	3	1	-21	-31	-1	-5	-1.7	8
CCc1nnc(NC(=O)CCC(=O)NCCc2ccc(OC)c(OC)c2)s1	11	0.0	18	-1	0	-4	-11	18	8	-0.8	-13
CC1(C)CC(=O)C2=C(C1)N(Cc1cccnc1)C(=O)C2(NC(=O)c1cccnc1)C(F)(F)F (stereo not drawn)	19	-0.3	1	3	0	14	-5	12	-8	7.2	4
Cc1ccc(NC(=O)Cn2sc3ccccc3c2=O)cc1	10	0.4	/	/	15	10	-12	-9	-11	-1.1	33
COc1cccc(CN(C)C(=O)c2cc(COc3c(F)cccc3F)on2)c1	10	-0.2	-7	-8	25	-18	-6	-42	-15	0.3	-6
Cc1cc(F)ccc1-c1cc(C(=O)NCc2cc(C(F)(F)F)cc(C(F)(F)F)c2)[nH]n1	4	-0.1	/	/	-53	5	-37	-15	21	-0.1	-23
COc1cc(NC(=O)CN2C(=O)CN(C)C2=O)c(C)cc1[N+](=O)[O-]	10	-0.1	13	-1	-12	10	-14	6	-5	0.0	-8
C=CCNC(=S)NNc1nc2sc3c(c2c(=O)[nH]1)CC(C)(C)OC3	11	-0.2	10	5	4	6	-18	13	6	0.3	6
NC(=O)[C@@H]1CC2(CC(c3cccc(NC(=O)CC(c4ccccc4)c4ccccc4)c3)=NO2)CN1C(=O)c1ccc(Cl)cc1 (stereo partly drawn)	8	-0.2	15	-4	0	23	-21	0	7	4.8	13
CSc1nc2ccc(NS(=O)(=O)c3ccc4c(c3)OCCO4)cc2s1	26	0.4	2	2	18	7	76*	16	-2	6.2	10
Cc1ncsc1CCSc1n[nH]c(=O)n1-c1ccccc1	9	0.4	-20	1	18	-3	-8	11	6	-0.4	12
CCOC(=O)c1[nH]nc2c1C(=O)N(Cc1ccccc1)C2=O	11	-0.3	-1	4	3	13	-3	3	-1	5.5	-7
Cc1oc2c(C)c(O)ccc2c(=O)c1-c1ccc2ccccc2n1	-5	0.3	-12	-2	-11	-24	-24	-23	8	-0.3	13
Cc1ccc(F)c([C@H]2[C@@H]3C=CCC[C@@]3(C)C(=O)N2Cc2ccccc2)c1	-62	0.5	-20	-5	0	22	16	20	-7	-0.4	45
CCC(c1nnc(SCC(=O)Nc2cc(S(C)(=O)=O)ccc2Cl)n1Cc1ccccc1)N(C)C (stereo not drawn)	7	0.1	2	-1	-1	12	-8	15	-2	1.2	1
N#CCc1ccc(OC(=O)c2ccncc2)cc1	-1	-0.1	10	3	-2	3	-30	14	-4	0.0	4
CN1C(=O)C(CC(=O)NCCc2ccccc2)N(NC(=O)c2cccc(F)c2)C1=S (stereo not drawn)	7	-0.2	-5	5	7	-64	18	14	-1	-0.4	1
COc1ccc(CN2C(=O)C(CC(=O)NCCCN(C)C)CC(C(=O)N3CCCCCC3)=C2C)cc1 (stereo not drawn)	/	-0.2	/	/	5	/	-6	7	/	-1.9	/
CCc1nc2cc(Cl)c(Cl)cc2nc1CC	14	-0.2	8	-3	2	5	-1	18	-3	-0.3	6
Cc1nn(Cc2ccccc2)c(C)c1NC(=O)Cn1nc([N+](=O)[O-])c(Cl)c1C	-10	0.0	12	-1	13	10	-7	10	5	2.1	-2
CCn1nnnc1SCCSc1nnnn1CC	2	-0.1	8	2	14	10	-5	-1	9	-2.3	1
COc1ccccc1CNC(=O)CSc1nc2nc(C)cc(C)n2n1	0	0.2	10	1	15	-9	39	21	-16	-2.5	14
CCCCNc1ccc(C(CC(N)=O)NC(=O)c2cc(C)cc(C)c2)cc1[N+](=O)[O-] (stereo not drawn)	-1	-0.1	0	-1	1	6	15	4	6	-0.4	-2
CC(OC(=O)c1cccs1)C(=O)NCc1cccs1 (stereo not drawn)	4	-0.2	0	-2	-6	4	-29	-19	-20	0.0	11
CCCCOC(=O)Nc1nnc(Cc2ccc(Cl)cc2)s1	-7	0.1	9	7	12	-3	-12	15	-19	-0.2	28
COc1cc(C(=O)COC(=O)C2CC2(Cl)Cl)cc(OC)c1OC (stereo not drawn)	3	0.0	-9	/	-15	-3	-15	5	-10	-1.1	6
O=C(NCC(c1ccco1)N1CCc2ccccc21)C(=O)Nc1ccccc1F (stereo not drawn)	-7	-0.1	2	1	25	10	-10	-22	4	-0.5	-19
O=C(CN1CCN(S(=O)(=O)c2ccc(Br)cc2)CC1)Nc1ccc(F)cc1	-4	0.7	4	1	-13	4	-8	19	-3	0.0	11

Not a hit list (roughly 4.4% active in at least one column).
